# sdo1 growth: restores growth of sdo1-depleted yeast; z-score at 10 µM; S. cerevisiae sdo1-depleted JHY4D growth rescue, OD600 30 h; active compounds read high; pdr5 snq2 efflux-pump mutant strain; hit rate 0.21% among 140,000;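 active = z-score above 3 at both the 24 hr and the 30 hr optical density reads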;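 note: z-score against mean and SD of all compound wells on the same plate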
# Insulin prom inh: TRM-6 insulin promoter activity inhibition. hit rate 0.9% among 130,000. inhibition, % at 2 µM. TRM-6 cells (human fetal islet line), insulin promoter-eGFP reporter, imaging; reporter expression induced with tamoxifen;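 active = inhibition above the mean plus 3 SD, with well images judged a real hit on visual review, cut at about 60% in these data, passing the limit was not always enough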
# sdo1 growth Rescue 24 h: also measured in sdo1 growth; calls as there; z-score; S. cerevisiae sdo1-depleted JHY4D growth rescue, OD600; measured here: growth rescue at 24 h;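 0 is the plate mean of compound wells and units are plate SD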
# Starred values were filed as active, the others as inactive; · = no result given; & = joins results of further samples; [ ] = remark or other dose. The list is partial (hit frequency here may not be typical).
Structure	sdo1 growth	sdo1 growth Rescue 24 h	Insulin prom inh
CCOC(=O)C(CCCOc1ccccc1C)C(=O)OCC	-0.19	0.46	23.3
Cc1nc2ccccc2cc1C(=O)O	-0.07	-0.92	-23.3
O=C(Cc1cccs1)Nc1nnc(SCC(=O)NC2CCCCC2)s1	-0.42	-0.19	·
Cc1cccc(OCc2nc(-c3ccccn3)n[nH]2)c1	-0.11	-0.04	-40.0
Cc1cc(C)nc(NC(=O)c2ccc(Cl)cc2Cl)n1	·	·	-100.0
O=C(COC(=O)c1cc[n+]([O-])cc1)Nc1ccc2c(c1)OCCO2	0.69	1.55	·
CCOc1ccc(N=Cc2c(O)n(-c3cccc(C)n3)c(=O)c3ccccc23)cc1	-0.48	2.93	-23.1
CCOC(=O)CN(c1ccccn1)S(=O)(=O)c1ccccc1	0.66	-0.43	17.1
CCOC(=O)c1cnc2nc(C)nn2c1N	·	·	8.3
O=C(O)C12CC3CC(C1)CC(n1ncc(NCc4ccccc4)c(Cl)c1=O)(C3)C2	·	·	37.5
CCc1nnc(NC(=O)CCC(=O)NCc2ccccc2OC)s1	-0.08	-1.22	2.8
Cc1ccccc1C(=O)NNC(=O)CSc1nnc(C)n1-c1ccccc1	-0.6	-1.09	-10.2
Cc1ccc(N2C(=O)SC(N(CC(=O)O)c3cccc(C)c3)C2=O)cc1 (stereo not given)	-0.01	-0.11	·
CCC(=O)/C(=C(/O)c1ccccc1)c1nc2ccccc2[nH]1	·	·	0.0
O=C(OCC(=O)N1CCc2ccccc21)c1cccc(S(=O)(=O)N2CCCc3ccccc32)c1	-0.33	-0.36	-7.9
CC(=O)NNC(=O)C(O)(c1ccccc1)c1ccccc1	0.67	0.66	-34.8
c1ccc(-n2ncc3c2ncn2nnnc32)cc1	0.27	0.68	·
CCCC(=O)NC(Nc1cccc(C(F)(F)F)c1)C(Cl)(Cl)Cl (stereo not given)	-1.97	-1.68	-40.0
CCN1C(=O)C(O)(CC(=O)c2ccc3c(c2)OCCO3)c2ccccc21 (stereo not given)	-0.42	-0.27	·
Cc1nnc(SCSc2nnc(C)s2)s1	0.23	-0.71	·
O=C(/C=C/c1cn(-c2ccccc2)nc1-c1cccnc1)N1CCCCC1	·	·	25.0
O=C(NC1CCS(=O)(=O)C1)c1cccc(S(=O)(=O)N2CCCC2)c1 (stereo not given)	·	·	21.4
COc1ccc(CCNC(=O)c2ccco2)cc1OC	·	·	33.3
CCOC(=O)C1CCN(c2nc3ccccc3nc2C(C#N)C(=O)OC(C)C)CC1 (stereo not given)	-1.27	-0.23	-4.3
CC(=O)Nc1sc2c(c1CN1CCN(c3ccc(F)cc3)CC1)CCCC2	-1.51	-0.19	-30.4
Cc1cccc(N2C(=O)C3C4C=CC(C4)C3C2=O)c1 (stereo not given)	0.74	0.39	14.3
CCCCCCSC1=C(C#N)C(c2ccccc2)CC(=O)N1 (stereo not given)	-1.92	-0.82	·
COc1ccc(CC2CCOC2=O)cc1 (stereo not given)	0.16	-0.31	·
COc1cccc(OC)c1C(=O)Nn1c(C2CCC2)nc2ccccc2c1=O	0.05&0.55	0.22&0.66	·
Cc1nnc(NC(=O)CC(CN(C)S(=O)(=O)c2ccccc2)c2ccccc2)s1 (stereo not given)	-0.13	-0.4	·
C=CCN=C1SC(C)(C)C(=O)N1S(=O)(=O)c1ccc(C)cc1	·	·	-10.0
Cc1cc(CN(C)C)c(O)c(C2(C)CCCCC2)c1	-0.72	-1.3	2.6
CC1CN(S(=O)(=O)Cc2ccccc2)CC(C)O1 (stereo not given)	-0.11	-0.14	·
O=C(CCC(=O)N(CC(=O)NC1CCCC1)C1CCCC1)Nc1ccccn1	0.15	-0.17	9.1
COc1ccc(NC(=O)CC2C(=O)N(c3ccc(F)cc3)C(=S)N2NC(=O)c2ccccc2)cc1 (stereo not given)	0.53	0.01	·
CCN(CC)c1ccc(/C=C(/C#N)C(=O)NCc2ccccc2)o1	-0.7	-0.38	-168.6
CCn1c(/C=C/c2ccccc2)nc2ccccc21	-0.34	0.94	·
O=C1CC2(CCCC2)CC(=O)N1c1ccccc1	·	·	-23.1
Nc1nc(-c2cccnc2)nn1C(=O)c1ccccc1Cl	·	·	21.1
O=C(Nc1ccc(F)cc1F)c1cc(-c2ccco2)on1	-0.3	-0.09	·
COCC(C)n1c(SCC(=O)NNC(=O)c2ccccc2)nc2ccccc2c1=O (stereo not given)	0.73	0.14	·
CC(NC(=O)c1cnc2n(c1=O)CCS2)c1ccccc1 (stereo not given)	-0.04	0.15	35.7
Cc1cc(N2CCCCC2)ccc1[N+](=O)[O-]	-0.15	-0.29	-16.7
Cc1ccc(C(=O)COC(=O)CNC(=O)c2ccc(N3C(=O)c4ccccc4C3=O)cc2)cc1C	0.07	0.17	20.7
Cc1sc(NC(=O)c2sc3nc4c(C)cccc4cc3c2N)c(C#N)c1C	0.58	2.25	-22.0
Cc1ccc(N2C(=O)c3ccccc3C2=O)cc1Cl	-0.58	-0.03	-43.8
Cc1noc(C)c1CSCC(=O)NC1=NCCS1	·	·	30.8
O=C(COC(=O)COc1cccc(Br)c1)Nc1c(Cl)cccc1Cl	-0.52	-0.28	-61.3
COc1cc(CNc2ccccc2SC)ccc1O	-0.03	-0.92	69.2
N/C(=N\OC(=O)CCCCCN1C(=O)c2ccccc2C1=O)c1ccccc1	-1.17	-1.04	20.8
COc1ccc(/C=N/NC(=S)NC2CCS(=O)(=O)C2)cc1 (stereo not given)	11.2*	3.2*	·
Cc1sc2ncnc(NCC(c3ccco3)N(C)C)c2c1C (stereo not given)	-0.07[10.7 µM]	-0.42	-11.1
CCC(Sc1nncn1C)C(=O)Nc1nnc(-c2ccccc2Cl)s1 (stereo not given)	-0.96	-1.25	·
C=CCOc1c(OC)cc(Cl)cc1C1NC(=O)NC(C)=C1C(C)=O (stereo not given)	0.12	-0.27	-255.6
Cc1cc(=O)[nH]c(SCc2nnnn2-c2ccc(Cl)cc2)n1	0.29	0.54	26.9
CS(=O)(=O)N(CC(=O)Nc1cccc(Cl)c1)c1ccccc1Cl	-0.85	-0.88	1.4
COc1cc(C2c3c(oc4c(C)cc(C)cc4c3=O)C(=O)N2Cc2cccnc2)cc(OC)c1OC (stereo not given)	·	·	3.5
Cc1ccccc1NC(=O)c1c(C)nc(SCC(=O)OCc2ccccc2)c(C#N)c1-c1ccc(F)cc1	-0.44	0.1	·
COc1ccc(NCC(O)Cn2cnc3c2c(=O)n(C)c(=O)n3C)cc1 (stereo not given)	1.01	-0.33	-7.7
O=C(Nc1nc(-c2ccccc2)cs1)c1cccc([N+](=O)[O-])c1C(=O)O	2.3	2.97	·

# Later entries.
Structure	sdo1 growth	sdo1 growth Rescue 24 h	Insulin prom inh
Cc1cc(NC(=O)CSc2nc3ccc(Cl)cc3[nH]2)no1	0.3	-0.71	11.1
CCc1nc(SCC(=O)Nc2ccc3c(c2)OCCO3)c2oc3ccccc3c2n1	-1.82	-1.34	-3.0
C=CCn1c(O)c(CN2CCCCC2)c(C)c(C#N)c1=O	·	·	6.7
S=C(Nc1ccccc1)Nc1nc2ccccc2n1CCOc1ccc(Br)cc1	7.59*	5.98*	·
Cc1noc(C)c1COC(=O)c1cc(=O)[nH]c2ccccc12	-0.07	-0.87	9.1
O=C(CSc1ccc(-c2cccc([N+](=O)[O-])c2)nn1)N1CCCCCC1	·	·	0.0
COc1ccc(-c2nnc(SCc3ncc(-c4ccccc4)o3)o2)cc1	-0.87	1.66	·
Cc1noc(C)c1COC(=O)C(c1ccccc1)c1ccccc1	·	·	-91.7
Cn1c(C(=O)N2CCCC(C(=O)NCc3ccc4c(c3)OCO4)C2)cc2sccc21 (stereo not given)	-1.43	-1.43	·
CCc1c(C)sc(NC(=O)c2cc(-c3ccc(OC)c(OC)c3)on2)c1C#N	-0.29	0.9	47.4
CN1CCN(c2ccccc2NC(=O)c2ccc(-c3ccccc3)cc2)CC1	-0.62	-0.41	-20.0
FC(F)(F)c1cc(-c2ccco2)nc(-n2nnc3ccccc32)n1	-0.84	1.85	·

# Record cards, from the list above.
# Listed for C=CCn1c(O)c(CN2CCCCC2)c(C)c(C#N)c1=O : sdo1 growth = ·; sdo1 growth Rescue 24 h = ·; Insulin prom inh = 6.7
# Listed for CCc1c(C)sc(NC(=O)c2cc(-c3ccc(OC)c(OC)c3)on2)c1C#N : sdo1 growth = -0.29; sdo1 growth Rescue 24 h = 0.9; Insulin prom inh = 47.4
# Listed for Cc1noc(C)c1COC(=O)c1cc(=O)[nH]c2ccccc12 : sdo1 growth = -0.07; sdo1 growth Rescue 24 h = -0.87; Insulin prom inh = 9.1

# The listing continues:
Structure	sdo1 growth	sdo1 growth Rescue 24 h	Insulin prom inh
CC1CCCCN1Cc1ccc(-c2nn[nH]n2)cc1 (stereo not given)	0.37	0.35	27.3
Cc1ccc(S(=O)(=O)CCC(=O)OCC(=O)c2ccc(C)c(C)c2)cc1	-0.91	-0.48	-13.3
O=C(NC1CCCCC1)C(c1cccnc1)N(C(=O)c1ccc(Cl)nc1)C1CCCCC1 (stereo not given)	·	·	-192.3
O=C(Nc1ccc(-c2cn3ccccc3n2)cc1)c1ccc(Cl)cc1	-0.53	-0.04	-18.6
CNC(=S)N1N=C(c2ccccc2)CC1c1ccc(Br)cc1 (stereo not given)	-1.51	-0.56	-21.6
O=C(Nc1ccccc1)Nc1ccc(Br)c(Cl)c1	-1.32	-1.03	15.8
Cc1nn(Cc2cccc(F)c2)c(C)c1NC(=O)c1ccc(COc2ccccc2Cl)cc1	-1.07	-0.88	29.6
CCCC(=O)Nc1ccc(Cl)c(NC(=O)CC)c1	0.39	-0.84	19.4
Cc1ccc(O)c(C(=O)c2cc(C(=O)NCCc3ccccc3)c(=O)n(CCc3ccccc3)c2)c1	-0.99	-0.7	-36.1
CCOc1ccc(CN(CCC#N)C(=S)NC(=O)c2ccccc2)cc1	0.4	0.29	·
Cc1ccc(Nc2cc(C)nc3nnnn23)cc1	0.75	0.84	35.7
CCNS(=O)(=O)c1ccc2c(c1)n(C)c(=O)n2C	0.44	0.34	-50.0
Cc1ccc(OCC(=O)Nc2ccc(N3CCN(C(=O)c4ccc(C)cc4)CC3)cc2)cc1	·	·	-5.9
CCn1nc(C)c(C2C(C#N)=C(N)OC3=C2C(=O)CC(C)(C)C3)c1C (stereo not given)	1.41	1.9	·
CCOC(=O)N/N=C(/C)c1cccc(-n2cnnn2)c1	·	·	-15.0
COC(=O)CC1c2cc(OC)c(OC)cc2CC(=O)c2cc(OC)c(OC)cc21 (stereo not given)	0	-0.28	-25.8
CN1CCN(C(=O)CCc2ncc(C(F)(F)F)cc2Cl)CC1	·	·	9.1
O=C(NCC1CCCO1)C1CCCN(S(=O)(=O)c2cccc3nsnc23)C1 (stereo not given)	2.04	1.94	41.7
CC(C)(C)c1cc(CCC(=O)N2CCNCC2)c(C(C)(C)C)cc1O	-0.61	-0.48	65.5
COc1cc(/C=c2\sc3nc(-c4ccncc4)nn3c2=O)ccc1OC(C)=O	-1.35	-0.78	0.0
Cc1ccnc(NC(=O)Cn2ccc([N+](=O)[O-])n2)c1	0.24	0.45	-5.7
Cc1sc2ncnc(NCCN3CCOCC3)c2c1C	2.14	3.43	-192.9
O=C1C=C(NCc2ccccc2)C2(CCCCC2)O1	1.51	1.99	-75.0
O=C(NC(=S)N1CCOCC1)c1ccc([N+](=O)[O-])cc1	1.1	1.06	·

# 2 entries drawn at random from the list so far, as already listed:
Structure	sdo1 growth	sdo1 growth Rescue 24 h	Insulin prom inh
CC1CCCCN1Cc1ccc(-c2nn[nH]n2)cc1 (stereo not given)	0.37	0.35	27.3
CCc1nnc(NC(=O)CCC(=O)NCc2ccccc2OC)s1	-0.08	-1.22	2.8

# (continued)
Structure	sdo1 growth	sdo1 growth Rescue 24 h	Insulin prom inh
CC(=O)c1ccc(Cc2ccc(C(C)=O)cc2)cc1	·	·	-14.3
Cc1onc(-c2ccccc2)c1C(=O)Oc1cccnc1	0.76	0.45	15.0
CCOC(=O)N1CCN(S(=O)(=O)c2ccc(C(=O)Nc3nnc(C)o3)cc2)CC1	0.51	0.01	37.5
O=C(NCc1ccco1)c1cc2ccccc2o1	0.15	-0.04	-6.7
CC(=O)c1cnc2nc(C(F)(F)F)nn2c1C	0.71	-0.02	17.8
COC(=O)C(CCSC)NC(=O)CNS(=O)(=O)c1ccc(Cl)cc1 (stereo not given)	0.83	-0.19	0.0
O=C(Nc1nc2c(F)cc(F)cc2s1)c1ccccn1	·	·	-8.3
CCOc1ccccc1C(=O)NCC(=O)NCCCc1ccccc1	·	·	-8.1
CN1CCN(C(=O)c2cc(-c3ccco3)on2)CC1	0.58	0.56	-16.7
COc1ccccc1C(=O)N/C(N)=N/c1nc2ccccc2o1	-1.31	-0.31	24.3
CCCC(=O)c1cc2ccccc2oc1=O	-0.04	0.86	·
C[C@@H](C(=O)Nc1ccc2ccccc2c1)[C@H]1C[C@]1(C)[C@H](NC(=O)c1cnccn1)c1ccccc1	-0.82	-1.92	-61.9
O=C(COC(=O)c1cccc(O)c1)Nc1ccc(OC(F)F)cc1	·	·	0.0
Cn1cccc1C1C(C#N)=C(N)OC2=C1C(=O)CC(C)(C)C2 (stereo not given)	·	·	-23.1
Cc1c(NC(=O)c2cc(-c3cccs3)on2)c(=O)n(-c2ccccc2)n1C	0.53	0.17	·
CO/N=C(/CS(=O)(=O)c1ccc(Br)cc1)c1ccc(OC)cc1	-0.63	0.18	16.1

# Assay outcomes: PubChem BioAssay, several laboratories
